Growth percent in the NCI-60 one-dose screen (48 h, 10 µM unless noted): 100 = growth as untreated, 0 = no growth, -100 = all killed.
COLO 205: COLO 205 colon cancer; 79,000 tested, 7.3% active; AID 1794742
NCI-H226: NCI-H226 lung cancer; 79,000 tested, 3.5% active
NCI-H322M: NCI-H322M lung cancer; AID 1794733; 80,000 tested, 2.7% active
NCI-H460: NCI-H460 lung cancer; 82,000 tested, 6.8% active
SK-OV-3: SK-OV-3 ovarian cancer cells | 80,000 tested, 3.2% active | AID 1794785
NCI/ADR-RES: NCI/ADR-RES ovarian cells | 81,000 tested, 4.4% active | AID 1794790
IGROV1: IGROV1 ovarian cancer | 79,000 tested, 4.7% active
NCI-H23: NCI-H23 lung cancer | 80,000 tested, 4% active
NCI-H522: NCI-H522 lung cancer. 78,000 tested, 8% active
* marks the source's active call; other numbers are inactive results; . = no result given; & = joins results of further samples. Rule for the calls: active = growth percent below 10; inactive = the rest.

1: Cc1occc1-c1nnc(SCC(=O)c2ccc(NC(=O)CC(C)C)cc2)o1
2: [C-]#[N+]c1c(-c2ccc(OC)cc2)cc(-c2ccc(Cl)cc2)[nH]c1=O
3: O=C(Cn1nncc1CN1C(=O)CSC1=O)Nc1ccccc1
4: O=C(/C=C/c1ccc(-c2ccccc2)cc1)c1nc2ccccc2n1Cc1ccc(Br)cc1
5: COc1cc2cc(Sc3ccc(NC(=O)c4ccccc4)cc3)c(C)nc2cc1OC
6: COC(=O)[C@@]1(/C=C/c2ccccc2)C(=O)N(c2ccc(OC)cc2)[C@@]1(C(=O)OC)c1ccc(Cl)cc1
7: O=C(O)CC1S/C(=N/N=C/c2ccc3c(c2)OCCO3)NC1=O (centres undefined)
8: CC=C1C=C(C(C)(C)C)C(=O)C(C(C)(C)C)=C1

Compound | 1 | 2 | 3 | 4 | 5 | 6 | 7 | 8
COLO 205 | 110 | 110 | 107 | 77 | 102 | 95 | 124 | 109&120
NCI-H226 | 109 | 96 | 109 | 24 | 84 | 69 | 101 | 94&96
NCI-H322M | 106 | 86 | 102 | 72 | 105 | 110 | 118 | 99&100
NCI-H460 | 108 | 101 | 101 | 17 | 106 | 82 | 113 | 103&107
SK-OV-3 | 121 | 100 | 93 | 85 | 97 | 88 | 112 | 106&103
NCI/ADR-RES | 104 | 94 | 102 | 47 | 99 | 87 | 107 | 102&109
IGROV1 | 69 | 88 | 104 | 64 | 102 | 103 | 110 | 105&107
NCI-H23 | 110 | 94 | 104 | 25 | 96 | 76 | 103 | 100&106
NCI-H522 | 82 | 81 | 94 | 71 | 91 | 79 | 102 | 78&107

9: O=C1c2ccccc2C(=O)c2sc(Nc3ccc(Cl)cc3)nc21
10: c1ccc(C(=NN=C(c2ccccc2)c2ccccc2)c2ccccc2)cc1
11: Cc1cc(=O)n2[nH]c(NC(=O)c3ccccc3)c(C#N)c2n1
12: O=C1CCNC1
13: CC(=O)N1N=C(c2ccc(Cl)cc2)CC1c1c(C)nn(-c2ccccc2)c1N1CCOCC1 (centres undefined)
14: COc1cc(C)ccc1Oc1nc(Nc2ccc(N3CCOCC3)cc2)ncc1NC(=O)Nc1cc(Cl)cc(Cl)c1
15: O=C1c2ccccc2C(=O)c2c(N=Nc3[nH]c(=O)[nH]c3O)cccc21
16: O=C1/C(=C/c2ccc(O)cc2)Cc2ccc(Cl)cc21

Compound | 9 | 10 | 11 | 12 | 13 | 14 | 15 | 16
COLO 205 | 83 | 106 | 108 | 112 | 98 | 119 | 109 | 120
NCI-H226 | 1.1* | . | 91 | 103 | 87 | 91 | 102 | 68
NCI-H322M | 78 | 89 | 95 | 96 | 105 | . | 112 | 85
NCI-H460 | 88 | 98 | 109 | 109 | 100 | 77 | 106 | 84
SK-OV-3 | 100 | 106 | 95 | 107 | 80 | 114 | 107 | 111
NCI/ADR-RES | 17 | 99 | 114 | 110 | 94 | 77 | 102 | 94
IGROV1 | 35 | 87 | 90 | 118 | 97 | 91 | 113 | 19
NCI-H23 | -53* | 102 | 96 | 111 | 100 | 93 | 101 | 69
NCI-H522 | 16 | 106 | 91 | . | . | 80 | 91 | -39*

Retrieved by structure from the list above, four records:
11: Cc1cc(=O)n2[nH]c(NC(=O)c3ccccc3)c(C#N)c2n1
10: c1ccc(C(=NN=C(c2ccccc2)c2ccccc2)c2ccccc2)cc1
13: CC(=O)N1N=C(c2ccc(Cl)cc2)CC1c1c(C)nn(-c2ccccc2)c1N1CCOCC1 (centres undefined)
12: O=C1CCNC1

Compound | 11 | 10 | 13 | 12
COLO 205 | 108 | 106 | 98 | 112
NCI-H226 | 91 | . | 87 | 103
NCI-H322M | 95 | 89 | 105 | 96
NCI-H460 | 109 | 98 | 100 | 109
SK-OV-3 | 95 | 106 | 80 | 107
NCI/ADR-RES | 114 | 99 | 94 | 110
IGROV1 | 90 | 87 | 97 | 118
NCI-H23 | 96 | 102 | 100 | 111
NCI-H522 | 91 | 106 | . | .

(listing goes on)
17: CNCCN(C)c1ccc(Nc2cc(NC3CC3)n3ncc(C#N)c3n2)cc1NC(C)=O
18: O=C(CSc1nc2sc3c(c2c(=O)n1-c1ccccc1)CCCCC3)N/N=C/c1ccc(O)cc1
19: COc1ccc(NC(=O)Nc2cnn(-c3ccc(S(N)(=O)=O)cc3)c2-c2ccc(OC)cc2)cc1
20: CCOC(=O)c1cc(OCC)c2c(ccc3cc(OC)ccc32)n1
21: NC(=O)NCO
22: COC1=CC(=O)c2nc(Cl)ccc2C1=O
23: O=C(CSc1nc2ccc([N+](=O)[O-])cc2[nH]1)Nc1ccc(F)c(Cl)c1
24: Nc1ccc(S(=O)(=O)Nc2ccccc2)cc1

Compound | 17 | 18 | 19 | 20 | 21 | 22 | 23 | 24
COLO 205 | 4.4* | 117 | 109 | 115 | 107 | 102 | 25 | 118
NCI-H226 | 11 | 98 | 111 | 108 | . | 27 | 7.7* | 121
NCI-H322M | 11 | 106 | 99 | 95 | 99 | 106 | 37 | 102
NCI-H460 | 8.3* | 97 | 103 | 107 | 107 | 115 | 11 | 108
SK-OV-3 | -14* | 95 | 104 | . | 108 | 89 | 21 | 112
NCI/ADR-RES | 46 | 103 | 104 | 83 | 111 | 5.5* | 22 | 113
IGROV1 | -18* | 100 | 97 | 106 | 115 | 20 | 36 | 101
NCI-H23 | -5.4* | 97 | 103 | 87 | 107 | -15* | -7.7* | 102
NCI-H522 | -35* | 80 | 95 | 68 | 94 | -51* | -3.9* | 108

25: O=C(NCCCCCCCNC(=O)OCc1ccc2c(Cl)cc(Cl)c(O)c2n1)OCc1ccc2c(Cl)cc(Cl)c(O)c2n1
26: CCOC(=O)CSCCC#N
27: COc1cc(NCC(=O)Nc2cc(Nc3ccc(C)cc3)ncn2)c(Cl)c(OC)c1Cl
28: Cc1ccc(Nc2ncnc3c2c(C)nn3-c2ccc(Cl)cc2)cc1
29: COC(=O)c1nc2c(cnn2-c2nnc3n(-c4ccccc4)c(=O)/c(=C\c4ccc(OC)cc4)n23)c(N)c1C(=O)OC
30: CC(Nc1nc(Cl)nc2ccccc12)c1ccccc1 (centres undefined)
31: COc1cc(-c2nc(-c3nnc(-c4ccc(F)c(Cl)c4)o3)c3ccccn23)cc(OC)c1OC
32: CCCC1=C(C(=O)OCC)C(c2cccc(C#N)c2)C(C(=O)OCC)=C(CCC)N1

Compound | 25 | 26 | 27 | 28 | 29 | 30 | 31 | 32
COLO 205 | -76* | 107 | 86 | 101 | 105 | 82 | 44 | 93
NCI-H226 | -50* | 98 | 85 | 81 | 96 | 63 | 15 | 73
NCI-H322M | 31 | 101 | 85 | 101 | 93 | 92 | 55 | 91
NCI-H460 | -31* | 106 | 101 | 100 | 101 | 76 | 7.4* | 93
SK-OV-3 | 35 | 93 | 82 | 85 | 97 | 85 | -4.9* | 104
NCI/ADR-RES | -30* | 100 | 91 | 104 | 98 | 67 | 21 | 82
IGROV1 | -86* | 107 | 82 | 90 | 97 | 80 | 73 | 90
NCI-H23 | -52* | 95 | 92 | 97 | 97 | 37 | 70 | 94
NCI-H522 | -56* | 96 | 74 | 99 | 94 | . | 5.9* | 79

33: COc1ccc(NC(=O)c2sc3nc(C)c(C(=O)/C=C/c4cccc(OC)c4)cc3c2N)cc1
34: O=C1/C(=C/C=C/c2ccco2)SC(=S)N1c1ccccc1
35: Cc1ccc(S(=O)(=O)NNC(=O)C(C)(C)C)cc1
36: Cc1ccccc1N(C=O)c1ccccc1C
37: Nc1nc(N)c(-c2ccc(Cl)cc2)c(C=O)n1
38: COc1ccc(OC)c2c(=O)cc(C)[nH]c12
39: NC(CSC(c1ccccc1)(c1ccccc1)c1ccc2c(c1)OCO2)C(=O)O (centres undefined)
40: Cc1cc(=O)oc2cc3occ(CCNC(=O)c4ccccc4C(=O)O)c3cc12

Compound | 33 | 34 | 35 | 36 | 37 | 38 | 39 | 40
COLO 205 | 46 | 83 | 111 | 109 | 106 | 107 | -32* | 107
NCI-H226 | 72 | 68 | 93 | 107 | 97 | 95 | 75 | .
NCI-H322M | 18 | 87 | 111 | 119 | 98 | . | 27 | 106
NCI-H460 | -7.4* | 91 | 104 | 108 | 104 | 109 | 7.3* | 112
SK-OV-3 | 92 | 110 | 106 | 107 | 100 | 103 | 15 | 105
NCI/ADR-RES | 20 | 51 | 122 | 108 | 110 | 110 | 54 | 108
IGROV1 | 11 | 44 | 122 | 103 | 98 | 102 | 42 | 99
NCI-H23 | 55 | 71 | 117 | 104 | 104 | . | 15 | 107
NCI-H522 | 39 | 58 | 98 | 101 | 87 | 94 | -21* | 100

41: CCN(Cc1ccccc1)C(=O)C1CCNCC1
42: COC(=O)CN(CC(=O)OC)C(=O)c1ccccc1
43: C/C=C(\C)C(C(=O)NC1CCCCC1)N(C(=O)C1CCc2cc(F)ccc2O1)c1ccc(Br)c(C(F)(F)F)c1 (centres undefined)
44: CC(C1=C(CN(C(=O)Cc2cn(-c3ccccc3)nc2-c2ccc(Cl)cc2)C(C)C)Cc2ccccc21)c1ccccn1 (centres undefined)
45: CCC(=C(c1ccc(OCCN2CCCCCC2)cc1)c1ccc(OCCN2CCCCCC2)cc1)c1ccc(Cl)cc1
46: CCOC(=O)C(=O)NCCc1ccc(OC)c(OC)c1
47: COc1ccc(/C=C/C(=O)c2ccc(NC(=O)CSc3nnc(-c4cc(OC)c(OC)c(OC)c4)o3)cc2)cc1OC
48: O=C(Nc1ccc(N2CCNCC2)cc1)c1[nH]ncc1Nc1ncnc2sc3c(c12)CCC3

Compound | 41 | 42 | 43 | 44 | 45 | 46 | 47 | 48
COLO 205 | 105 | 113 | 99 | 67 | -58* | 112 | 101 | -77*
NCI-H226 | 96 | 100 | 91 | 70 | 52 | 103 | 101 | .
NCI-H322M | 105 | 104 | 99 | . | 18 | 97 | 91 | -33*
NCI-H460 | 105 | 105 | 101 | 53 | -40* | 104 | 104 | -82*
SK-OV-3 | 101 | 108 | 96 | 65 | 97 | 113 | 101 | -28*
NCI/ADR-RES | 100 | 109 | 93 | 61 | 29 | 107 | 96 | -57*
IGROV1 | 104 | 112 | 96 | . | 2.8* | 106 | 96 | -9.2*
NCI-H23 | 97 | 110 | 96 | 55 | 19 | 101 | 93 | -69*
NCI-H522 | 92 | 97 | 90 | 44 | -5.6* | 104 | 85 | -50*

49: CCC(C(=O)O)c1cccc2ccccc12 (centres undefined)
50: Fc1ccc(CCOc2cccc(CNCc3ccncc3)c2)cc1
51: NC(N)=Nc1ccc(Cc2ccc(N=C(N)N)cc2)cc1
52: Cc1cc(CNc2nc3ccc(OC/C(=C\F)CN)cc3o2)cc(C)n1
53: C/C(=N\NC(=S)NC1CCCCC1)c1nc2ccc(Cl)cc2[nH]1
54: COc1ccc(-c2cn(Cc3cc4ccccc4s3)nn2)cc1O
55: CCS/C(Nc1ccccc1)=C(\C#N)C(=O)N/N=C/c1ccc(Cl)cc1Cl
56: Cc1ccc(Cc2cnc(NC(=O)C(=S)N3CCOCC3)s2)cc1

Compound | 49 | 50 | 51 | 52 | 53 | 54 | 55 | 56
COLO 205 | 105 | 102 | 103 | 109 | 97 | 112 | 28 | 115
NCI-H226 | 99 | 74 | 72 | 95 | 99 | 103 | 38 | 99
NCI-H322M | 101 | 97 | 93 | 97 | 85 | 76 | 71 | 98
NCI-H460 | 106 | 96 | 53 | 105 | 81 | 96 | 8.1* | 105
SK-OV-3 | 109 | 97 | 88 | 96 | 80 | 88 | 16 | 111
NCI/ADR-RES | 107 | 84 | 106 | 107 | 79 | 79 | 11 | 105
IGROV1 | 107 | 100 | 99 | 104 | 85 | 82 | 49 | 101
NCI-H23 | 98 | 62 | 72 | 102 | 87 | 89 | 41 | 95
NCI-H522 | 94 | 82 | 91 | 94 | 85 | 80 | 1.0* | 90

57: NS(=O)(=O)c1ccc(NC2Nc3nc4ccccc4nc3S2)cc1 (centres undefined)
58: CCC1CCCCN1C(=O)OC (centres undefined)
59: C/C(=N\N=C1/NC(=O)CS1)c1nnn(-c2ccc([N+](=O)[O-])cc2)c1C
60: CCCCCC(C)N(C)C(=O)CNCC(C)C (centres undefined)
61: C=CC(CCl)OC(=O)Nc1cccc(Cl)c1 (centres undefined)
62: COc1ccc2sc3c(Cl)nc4ccccc4c3c(=O)c2c1
63: CN[C@@H](C)C(=O)N[C@H]1CCS[C@H]2CC(C)(C)[C@@H](C(=O)N[C@H]3c4ccccc4C[C@H]3OCC#CC#CCO[C@@H]3Cc4ccccc4[C@@H]3NC(=O)[C@H]3N4C(=O)[C@@H](NC(=O)[C@H](C)NC)CCS[C@H]4CC3(C)C)N2C1=O
64: CNC(=O)c1cc(Oc2ccc3nc(NC(=O)NCCCN4CCCC4)sc3c2)ccn1

Compound | 57 | 58 | 59 | 60 | 61 | 62 | 63 | 64
COLO 205 | . | 106 | 112 | 117 | 100 | 119 | 103 | 84
NCI-H226 | . | 100 | 97 | 102 | 106 | . | 129 | 79
NCI-H322M | 91 | 100 | 98 | . | 104 | 92 | 92 | 88
NCI-H460 | 107 | 110 | 107 | 106 | 105 | 102 | 114 | 99
SK-OV-3 | . | 112 | 113 | 104 | 94 | 92 | -72* | 94
NCI/ADR-RES | 105 | 124 | 104 | 101 | 105 | 98 | 109 | 99
IGROV1 | 102 | 127 | 104 | . | 100 | 64 | 116 | 90
NCI-H23 | 101 | . | 98 | 100 | 112 | 76 | 58 | 95
NCI-H522 | 90 | 114 | 97 | 105 | . | 65 | 57 | 86

65: CCOC(=O)C(NC=O)C(=O)OCC
66: CCOC(=O)C1=C(NCc2ccccc2)S(=O)c2cc(OC)ccc21 (centres undefined)
67: CC(=O)Nc1ccc(-n2cnc3cc(-c4ccc(O)cc4)ccc32)cc1
68: O=C(CCC(=O)c1ccccc1)O/N=C(\Cn1ccnc1)c1ccc(Cl)cc1

Compound | 65 | 66 | 67 | 68
COLO 205 | 107 | 107 | 134 | 109
NCI-H226 | 84 | 94 | 108 | 100
NCI-H322M | 107 | 88 | 101 | 101
NCI-H460 | 109 | 101 | 103 | 100
SK-OV-3 | 102 | 99 | 142 | 97
NCI/ADR-RES | 113 | 98 | 98 | 104
IGROV1 | 103 | 76 | 119 | 105
NCI-H23 | 107 | 97 | 104 | 101
NCI-H522 | 65 | 88 | 74 | 95

High-throughput results (PubChem)
